# From PubChem BioAssay
# Mot1-301 SUMO: yeast Mot1-301 growth rescue at high temperature, primary screen, SUMOylation pathway inhibitor project, S. cerevisiae, ATP luminescence, 38.5C; growth rescue, % at 18.8 µM; S. cerevisiae Mot1-301 growth rescue; percent above DMSO median, 100 means doubled; hit rate 1% among 320,000;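 active = every valid replicate shows activation above 250% relative to neutral control wells; inactive = the rest, any valid replicate at or below 250%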;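 also: OY570 slx delta 5 strain wells were the positive control but not used for scaling; some compounds called inactive have numbers as strong as hits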
# NSD2 HMT inh: NSD2 histone methyltransferase inhibitors, primary screen, biochemical, AlphaScreen, single concentration, set 2; Histone-lysine N-methyltransferase NSD2 (Homo sapiens), O96028; NSD2 peptide methylation, 120 min; inhibition, % at 12.5 µM; hit rate 0.54% among 310,000; AID 743445, 2014; in the data active = inhibition above about 50%
# PKA-R1A act: activators of PKA-R1A holoenzyme, primary screen, biochemical, fluorescence polarization, Cy5-IP20, bovine R1A, mouse PKAc | PKA-R1A dissociation; scaled: DMSO 0%, 113 µM cGMP 100% | activation, % at 11.4 µM | hit rate 0.083% among 340,000;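 active = percent activation above the mean of all tested compounds plus 3 SD, cut at about 19% in these data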;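 also: higher means more PKAc released from R1A so a rise in polarization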
# CDK5 p35 inh: inhibitors of human CDK5/p35 kinase, primary screen, biochemical, single concentration | hit rate 0.01% among 330,000 | Recombinant CDK5/p35, ADP-Glo luminescence, 60 min | inhibition, % at 10 µM | AID 488839, 2010 | Cyclin-dependent kinase 5 (Homo sapiens) + Cyclin-dependent kinase 5 activator 1 (Homo …;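 active = highest replicate inhibition of at least 50% and at least 75% of replicates reaching 50%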;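 also: plate controls were DMSO neutral control for no effect and GW8510 at 10 µM for full effect; many of its hits are not listed in these tables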
# Arr AP2 block: inhibitors of beta-arrestin/AP2 binding, primary screen, biochemical, GPCR trafficking, flow cytometry; beta-arrestin 1 C-terminal peptide binding to AP2 beta2-adaptin appendage (human); FITC-arrestin peptide / GST-AP2 beads; AP2 beta2 appendage carries R879A mutation; inhibition, % at 10 µM; hit rate 0.31% among 340,000; AID 504490, 2011;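 active = inhibition above a set limit, near 3 SD of compounds lacking own fluorescence, cut at about 54% in these data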;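 also: plate controls were DMSO wells for no effect and 5 µM unlabelled arrestin peptide for full effect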
#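 Material – AP2 appendage R879A on GSH beads · Buffer or medium – PBS with 0.05% Tween 20 and 0.1% BSA · Probe or stimulus – fluorescein-tagged arrestin peptide at 50 nM final · Incubation – compound with beads 12 min RT, then probe 1 h RT · Detection – high-throughput flow cytometry of beads, ex 488, em 535 nm · Evaluation – percent response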
# dFosB activator: activators of delta FosB homodimer, primary screen, biochemical, fluorescence polarization, TAMRA-CDK5 oligo, single point; Protein FosB (Mus musculus), P13346; purified delta FosB; percent of positive-control signal above neutral wells; activation, % at 25 µM; hit rate 0.99% among 340,000; AID 493131, 2011;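 active = mean activation above about 17%, with every replicate also reaching it, limit read from the data, passing the limit was not always enough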;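 also: fluorescence polarization rise as delta FosB binds a TAMRA Cdk5 AP-1 oligo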
# Pemphigus Ab inh: inhibitors of pemphigus antibody binding to DSG3, primary screen, biochemical, bead-based, flow cytometry, scFv-GFP. Desmoglein-3 (Homo sapiens), P32926. DSG3-coupled beads, scFv-anti-DSG3-GFP binding; stronger effect = lower value. binding (percent of control), % at 10 µM. hit rate 0.48% among 310,000. AID 588358, 2011;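 active = binding more than 3 SD below its plate's average and above zero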; also: some compounds called inactive have numbers as strong as hits
# Target sequence (P32926 whole entry, looked up): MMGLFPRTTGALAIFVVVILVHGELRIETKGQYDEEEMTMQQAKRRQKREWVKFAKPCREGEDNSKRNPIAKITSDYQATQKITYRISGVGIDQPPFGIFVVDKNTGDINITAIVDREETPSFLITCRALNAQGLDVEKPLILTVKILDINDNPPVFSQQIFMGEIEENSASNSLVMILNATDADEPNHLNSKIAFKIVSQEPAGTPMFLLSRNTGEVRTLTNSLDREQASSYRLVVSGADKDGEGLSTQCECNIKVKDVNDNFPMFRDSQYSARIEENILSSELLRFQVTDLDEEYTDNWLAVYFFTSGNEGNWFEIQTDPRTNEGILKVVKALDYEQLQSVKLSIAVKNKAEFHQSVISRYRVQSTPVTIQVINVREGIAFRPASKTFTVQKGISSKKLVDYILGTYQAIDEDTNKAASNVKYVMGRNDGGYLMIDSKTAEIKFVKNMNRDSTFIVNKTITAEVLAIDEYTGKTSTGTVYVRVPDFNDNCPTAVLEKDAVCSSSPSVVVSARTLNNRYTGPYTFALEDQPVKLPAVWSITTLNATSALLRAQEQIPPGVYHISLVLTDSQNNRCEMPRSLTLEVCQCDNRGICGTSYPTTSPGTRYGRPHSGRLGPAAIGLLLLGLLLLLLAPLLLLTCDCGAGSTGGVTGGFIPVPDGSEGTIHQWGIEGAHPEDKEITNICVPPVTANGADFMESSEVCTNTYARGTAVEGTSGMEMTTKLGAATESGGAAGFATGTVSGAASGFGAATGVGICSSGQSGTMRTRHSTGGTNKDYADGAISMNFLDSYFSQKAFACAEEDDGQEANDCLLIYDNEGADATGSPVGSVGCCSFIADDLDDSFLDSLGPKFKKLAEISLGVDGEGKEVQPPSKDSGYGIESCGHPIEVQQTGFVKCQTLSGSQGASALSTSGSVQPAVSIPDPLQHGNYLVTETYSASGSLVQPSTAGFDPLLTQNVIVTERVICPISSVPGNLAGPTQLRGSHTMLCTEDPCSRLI
# SR-BI DiI-HDL act: activators of SR-BI mediated DiI-HDL uptake, primary screen, ldlA[mSR-BI] CHO cells, DiI fluorescence | 3 h; 100 = double the neutral-control signal | activation, % at 12.5 µM | AID 504775, 2011 | hit rate 0.096% among 320,000;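 active = mean replicate activation of at least 60% and every replicate at or above 60%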;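 also: 0% = median plate neutral-control signal and 100% = twice that signal; values of inactives mirror those of a sister screen read the other way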
#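 material = CHO ldlA[mSR-BI] cells | medium = Ham's F12 with 0.5% BSA, HEPES 25 mM, pH 7.4 | reagent = fluorescent DiI-HDL, 10 µg/mL final | compound dosing = single-point compound dose | incubation = 3 h, 37 °C | measured by = bottom-read fluorescence, 550/595 nm | measure = HDL uptake via cellular fluorescence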
# SR-BI DiI inh: inhibitors of SR-BI mediated HDL lipid uptake, primary screen, ldlA[mSR-BI] cells, fluorescence, single point; hit rate 0.96% among 320,000; inhibition, % at 12.5 µM; ldlA[mSR-BI] CHO cells, DiI-HDL uptake fluorescence, 3 h; Scavenger receptor class B member 1 (Mus musculus), Q61009; AID 488896, 2010;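 active = mean replicate inhibition of at least 70% and a set share of replicates each scoring 70 or more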;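 also: 0% = median of neutral control wells and 100% = median of positive control wells; values of inactives mirror those of a sister screen read the other way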
# MITF TRPM1 HTS: activators of MITF-driven TRPM1 promoter reporter, primary screen, cell-based, SK-MEL-5, luciferase, single point; activation, % at 12.5 µM; AID 588334, 2011; hit rate 0.75% among 300,000; SK-MEL-5 TRPM1-promoter luciferase, 24 h; % of positive control, neutral wells = 0;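 active = mean activation of at least 80% with every replicate also reaching 80%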;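 also: 0% = neutral control wells and 100% = parthenolide positive control wells; values of inactives mirror those of a sister screen read the other way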
# PKA-R2B activ: activators of PKA-R2B holoenzyme, primary screen, biochemical, fluorescence polarization, Cy5-IP20, human; activation, % at 11.4 µM; cAMP-dependent protein kinase catalytic subunit beta (Homo sapiens) + cAMP-dependent …; PKA-R2B holoenzyme dissociation; R2B truncated from residue 108, S112A mutant; 0% DMSO only, 100% 113 µM cGMP; hit rate 0.079% among 340,000; AID 504700, 2011;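 active = activation above a cutoff set at the mean over all compounds plus 3 SD, cut at about 18% in these data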;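 also: higher means more holoenzyme dissociation and a rise in polarization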
# An asterisk follows results filed as active; . = not tested or not shown.
Arr AP2 block	CDK5 p35 inh	SR-BI DiI-HDL act	Pemphigus Ab inh	Mot1-301 SUMO	NSD2 HMT inh	MITF TRPM1 HTS	PKA-R2B activ	SR-BI DiI inh	PKA-R1A act	dFosB activator	Molecule
16.2	0.8	10.1	100.9	-7.9	-2.2	3.9	-9.7	-10.1	-7.6	-10.1	O=C(CSc1ccc(-c2ccccc2)nn1)N1CCCc2ccccc21
26.3	1.9	0.1	103.2	5.6	-0.6	-2.8	-6.9	-0.1	-9.3	-2.1	N#Cc1cccc(C(c2nnnn2Cc2ccccc2)N2CCCC2)c1 (centres undefined)
0.9	-0.4	19.2	107.0	.	0.2	-2.3	4.5	-19.2	-3.5	-7.6	COc1cccc(N2CCN(S(=O)(=O)c3ccc4ccccc4c3)CC2)c1
-1.1	-3.7	23.2	108.6	-17.7	-1.2	4.8	1.4	-23.2	3.5	-50.3	CCN(CC)c1ccc(C(=O)c2ccccc2C(=O)O)c(O)c1
12.8	-2.1	11.7	100.7	8.7	0.9	-8.4	2.5	-11.7	-0.1	-3.3	CN(NS(C)(=O)=O)c1c(C#N)c(C(F)(F)F)nn1C
-12.7	-2.2	-2.9	97.2	93.3	0.6	-8.7	-5.4	2.9	-10.2	-3.2	Cc1ccc(CNC(=O)Cn2c(=O)n(CC(=O)N3CCCCC3)c(=O)c3sccc32)cc1
4.4	0.3	-111.3	124.6	-6.0	.	-35.2	8.2	111.3*	6.4	-2.4	Cc1cccc(/C=N/NC(=O)c2ccc3c(c2)OCCO3)c1O
-2.5	-0.1	3.8	101.6	.	-7.5	.	-3.1	-3.8	6.9	-0.8	CCCn1c(SCC(=O)NC2CCCCC2C)n[nH]c1=O (centres undefined)
-4.7	1.4	-2.5	85.3	.	1.7	.	-14.2	2.5	0.9	-5.4	COc1cc(C2C3=C(COC3=O)Oc3cc4c(cc32)OCO4)ccc1OC(C)=O (centres undefined)
11.7	-1.8	-25.2	100.2	4.0	1.7	-5.3	-1.8	25.2	0.2	2.3	Cc1ccc(-n2nc(C)c(NS(=O)(=O)c3ccccc3)c2C)cc1C
-8.0	-0.6	-4.7	104.9	0.8	.	1.5	-1.4	4.7	-2.4	-6.0	CC1Cc2nc(SCC(=O)Nc3ccc4c(c3)OCO4)n(-c3ccc(F)cc3)c(=O)c2S1 (centres undefined)
25.6	-2.5	4.0	100.1	-13.8	-0.5	40.3	-2.9	-4.0	-6.3	-4.0	COc1cccc2cc(C(=O)c3ccc([N+](=O)[O-])cc3)oc12
3.8	0.7	4.5	105.1	-0.1	19.2	.	-5.2	-4.5	-5.7	-13.5	CCCCN=C(C)c1c(O)c2ccccc2oc1=O
13.6	-0.1	11.8	101.3	1.0	8.3	4.6	-3.7	-11.8	-1.9	-6.7	CCN1CCN(C(=O)c2ccccc2N(Cc2ccccc2)S(=O)(=O)c2ccc(C)cc2)CC1
38.9	0.3	4.0	113.5	-8.2	-0.3	.	-1.8	-4.0	1.0	2.0	CC(CC(=O)NCCc1ccc(S(N)(=O)=O)cc1)c1ccccc1 (centres undefined)
1.0	-0.2	-19.8	98.9	7.3	3.2	.	-4.9	19.8	-4.4	-4.0	O=C(CCCCCn1c(=S)[nH]c2ccc(Br)cc2c1=O)NCC1CCCO1 (centres undefined)
-9.1	0.5	33.0	103.8	3.5	-2.8	0.1	-11.1	-33.0	-10.1	-2.9	O=C1[C@@H]2[C@@H]3C[C@@H]([C@H]4ON=C(c5ccc(Cl)cc5)[C@@H]34)[C@@H]2C(=O)N1c1ccc2c(c1)OCO2
-13.1	0.7	19.0	95.7	9.8	19.2	13.3	-8.0	-19.0	0.0	-0.7	CCC(C)C(NC(=O)/C(=C\c1ccccc1)NC(=O)c1ccc(OC)cc1)C(=O)O (centres undefined)
-7.5	0.0	-40.0	107.8	-22.9	36.9	20.4	-4.9	40.0	5.5	-48.1	CCN(CC)CCCNC(=O)c1cc2c(=O)n(CC)c3ccccc3c2s1
16.1	0.8	29.7	102.2	-19.4	.	.	5.3	-29.7	9.5	1.5	CCOC(=O)C1CCCN(c2c(N3CCOCC3)c(=O)c2=O)C1 (centres undefined)
25.3	1.0	-12.8	104.4	-0.3	-1.7	2.9	-3.0	12.8	-4.7	5.8	O=C(CN1CCN(Cc2ccccc2Cl)C1=O)N1CCCCCC1
1.5	-1.8	-1.8	95.7	-22.4	.	6.4	1.4	1.8	2.2	-7.5	CCc1nn2c(N3CCOCC3)cc(C)nc2c1-c1ccc(F)cc1
0.0	-1.0	-31.9	100.9	5.1	6.7	10.6	-7.4	31.9	12.1	-5.1	COc1ccc(OC)c(-c2csc(NC(=O)CSCc3c(C)noc3C)n2)c1
-2.0	0.5	-45.3	98.0	10.7	0.7	-10.9	-4.5	45.3	1.9	-19.1	CCOc1cc(C(=O)Nc2ccc(N3CCN(C(C)=O)CC3)cc2)cc(OCC)c1OCC
1.1	-2.6	3.0	109.9	337.5	-2.1	7.7	-14.6	-3.0	-8.0	-3.0	COCCNC(=O)C(OC(=O)C1=Cc2ccccc2OC1)C(C)C (centres undefined)
4.3	0.9	4.3	102.2	207.8	0.1	.	-7.5	-4.3	-2.5	1.0	O=C(Nc1ccc2c(c1)OCCO2)c1ccncc1
-5.4	-1.3	3.3	101.7	-7.1	.	13.3	10.2	-3.3	-2.4	-1.4	C#CCOCCOCCOCCNc1nc(N2CCOCC2)nc(N2CCN(C(=O)[C@H](CC(N)=O)n3cc([C@@H](N)C(C)C)nn3)CC2)n1
-3.8	-1.4	.	.	45.3	7.2	-38.8	-1.2	.	-5.8	-4.5	COc1cc(NC(=O)c2cc(-c3ccc4c(c3)OCO4)on2)cc(OC)c1OC
11.7	-2.7	16.1	94.6	-13.6	-0.2	-13.6	-8.0	-16.1	-6.8	1.9	Cc1c(Cl)cccc1N(Cc1ccc(C(=O)O)cc1)S(=O)(=O)c1ccccc1
2.2	-6.0	8.2	96.8	48.0	-1.5	-0.8	-13.8	-8.2	-16.6	-1.0	COc1ccc(CCN2C(=O)CC(Sc3ncccc3C(=O)O)C2=O)cc1OC (centres undefined)
-1.6	-0.9	6.8	99.5	510.8	.	-1.2	2.9	-6.8	-7.0	-6.5	O=C1c2ccccc2C(=O)N1CC1c2ccccc2CCN1S(=O)(=O)c1cnc[nH]1 (centres undefined)
-5.2	0.2	40.0	107.2	173.6	-3.1	-6.6	-5.6	3.3	-0.7	4.1	CC1(C)CC(NC(=O)C23CCC(C)(C(=O)C2=O)C3(C)C)CC(C)(C)N1 (centres undefined)
18.3	1.1	14.8	94.2	-9.1	.	-12.8	4.8	-14.8	-1.6	-3.4	Cn1c(=O)[nH]c(=O)c2c1nc(N1CCN(CCO)CC1)n2CCSc1nc2ccccc2s1
-14.2	-0.7	-48.2	106.9	18.4	0.6	65.1	-4.8	48.2	-24.4	-1.7	COc1cc(CNc2ccc3[nH]c(=O)[nH]c3c2)ccc1OCc1ccccc1Cl
-3.9	-2.9	24.1	104.2	8.9	11.3	.	-2.6	-24.1	-2.4	-3.8	Nc1cc(=O)nc(SCC(=O)NCc2ccccc2)n1CCc1ccccc1
-3.8	1.7	-0.1	92.2	1.1	-0.9	.	.	0.1	.	-7.0	CSc1sc(C(=O)NCC2CC2)c(-c2cccs2)c1C#N
4.0	0.7	-2.8	99.9	6.9	1.6	0.5	-1.4	2.8	-16.3	-2.1	COC(=O)c1ccc(NC(=O)C2CCCN(S(C)(=O)=O)C2)cc1 (centres undefined)
-2.6	0.5	8.0	102.9	-7.8	-6.0	.	6.6	-8.0	10.8	-4.6	CC(=O)Nc1cccc2c1C(=O)NC2=O
-13.1	-0.1	8.9	93.9	.	1.3	-9.5	0.2	-8.9	-10.0	1.9	CC(=O)Nc1ccc2ccccc2c1[N+](=O)[O-]
-1.8	0.5	12.0	104.9	-16.2	.	5.0	2.8	-12.0	8.8	2.9	CCOC(=O)N1CCC(N2CC34C=CC(O3)C(C(=O)O)C4C2=O)CC1 (centres undefined)
.	-3.4	5.5	.	-16.3	-1.3	-0.5	-4.5	-5.5	1.4	-1.3	CCOC(=O)C(NC(=O)NCc1ccccc1OC)(OCC)C(F)(F)F (centres undefined)
10.9	-0.6	13.0	109.0	-12.3	1.8	8.1	5.4	-13.0	-2.3	-4.5	Cc1ccccc1OCC(=O)NNC(=O)c1cc(S(=O)(=O)N2CCOCC2)ccc1N1CCCC1
6.2	-0.8	-7.8	108.5	-6.6	-1.9	52.1	0.0	7.8	-0.8	-10.3	CC(=O)Nc1cccc(C(=O)OCC(=O)c2ccccc2Cl)c1

# Molecules above with a nitro group on carbon:
Arr AP2 block	CDK5 p35 inh	SR-BI DiI-HDL act	Pemphigus Ab inh	Mot1-301 SUMO	NSD2 HMT inh	MITF TRPM1 HTS	PKA-R2B activ	SR-BI DiI inh	PKA-R1A act	dFosB activator	Molecule
25.6	-2.5	4.0	100.1	-13.8	-0.5	40.3	-2.9	-4.0	-6.3	-4.0	COc1cccc2cc(C(=O)c3ccc([N+](=O)[O-])cc3)oc12
-13.1	-0.1	8.9	93.9	.	1.3	-9.5	0.2	-8.9	-10.0	1.9	CC(=O)Nc1ccc2ccccc2c1[N+](=O)[O-]
